Assay outcomes deposited in PubChem by National Center for Advancing Translational Sciences (NCATS).
D2 antag: D2 dopamine receptor (human) antagonism | P14416 | HEK293 TREx D2 cells, calcium flux, dopamine EC80 | inhibition, % at 10 µM | 340,000 compounds, 2% hits | AID 485344; in the data active = inhibition above about 30%; also: 0% is about no effect
Target sequence (P14416 whole entry, looked up): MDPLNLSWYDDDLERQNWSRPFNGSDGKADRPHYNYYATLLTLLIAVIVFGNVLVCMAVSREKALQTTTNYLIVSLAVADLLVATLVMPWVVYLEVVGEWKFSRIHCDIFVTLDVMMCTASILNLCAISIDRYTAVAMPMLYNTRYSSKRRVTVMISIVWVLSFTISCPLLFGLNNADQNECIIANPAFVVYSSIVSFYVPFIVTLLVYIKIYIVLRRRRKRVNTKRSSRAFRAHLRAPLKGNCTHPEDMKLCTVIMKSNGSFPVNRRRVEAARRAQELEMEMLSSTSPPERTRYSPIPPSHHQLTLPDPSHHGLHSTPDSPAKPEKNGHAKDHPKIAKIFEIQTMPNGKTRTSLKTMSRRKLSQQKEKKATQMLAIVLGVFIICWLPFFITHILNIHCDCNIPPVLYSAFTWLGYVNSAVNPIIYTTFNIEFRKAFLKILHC
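Tetracycline-induced HEK293 TREx cells expressing D2 receptor forced-coupled to calcium signalling, loaded with no-wash calcium dye. Compounds added and calcium flux read 180 s, then dopamine added at EC80 and read a further 180 s.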
D2 agonist: activates the human D2 dopamine receptor | P14416 | HEK293 T-REx D2 cells, calcium flux agonist mode | activation, % at 2 µM | 340,000 compounds, 0.53% hits;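 active = activation over 3 SD above normal in the single-dose calcium agonist read, cut at about 30% in these data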; also: 0% is about no effect
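Tetracycline-induced HEK293 T-REx cells with force-coupled D2 receptor, plated overnight at 30 C, loaded with no-wash calcium dye. After a 10 s baseline, compound was pin-added and calcium flux read kinetically for 180 s; calcium rises flagged agonists.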
TRHR ag: TRH receptor (human) agonism; TRHR cells, calcium flux fluo-8, FDSS agonist mode; activation, % at 2 µM; 360,000 compounds, 0.18% hits; AID 493084; in the data active = activation above about 30%; also: 0% is about no effect
Target sequence (P34981 whole entry, looked up): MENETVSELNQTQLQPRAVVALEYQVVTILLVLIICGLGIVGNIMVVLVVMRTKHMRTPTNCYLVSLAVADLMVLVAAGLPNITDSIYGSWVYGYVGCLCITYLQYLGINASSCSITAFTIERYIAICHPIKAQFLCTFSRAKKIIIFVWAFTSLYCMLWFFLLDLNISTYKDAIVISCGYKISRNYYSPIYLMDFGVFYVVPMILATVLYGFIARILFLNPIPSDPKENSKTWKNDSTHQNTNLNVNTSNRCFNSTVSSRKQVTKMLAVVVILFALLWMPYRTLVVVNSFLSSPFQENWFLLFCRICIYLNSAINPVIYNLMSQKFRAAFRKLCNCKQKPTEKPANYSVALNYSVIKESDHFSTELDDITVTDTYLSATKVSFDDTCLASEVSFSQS
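Steps: seed TRHR cells overnight; add fluo-8 no-wash Ca dye, RT 30 min–1.5 h; record 10 s baseline; pin-transfer compounds; monitor fluorescence 1 cycle/s for the agonist window. Calcium increases flag candidate agonists.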
PI4K2A inh: PI4K2A (human) kinase inhibition; activity change, negative = inhibition, % at 76.9 µM; AID 1346378; purified PI4K2A, ADP-Glo luminescence, 1 h; stronger effect = lower value; Q9BTU6; 420,000 compounds, 0.13% hits; in the data active = activity change below about -50%; inconclusive = mostly about -30% to -49%;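 also: -100% = wells without enzyme as full effect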
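Compounds are screened against recombinant PI4K2A using PI as substrate and ATP, the latter dispensed at 300 microM. Reactions run one hour at ambient temperature before ADP-Glo detection; full inhibition defined by wells lacking enzyme.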
USP1-UAF1 inh: blocks the human USP1/UAF1 deubiquitinase complex | Potency, µM (top dose mostly 57.1 µM), without a hit: top-dose activity change, negative = inhibition, usual class: inhibitors | O94782 | 390,000 compounds, 0.23% hits | recombinant USP1/UAF1, Ub-Rhodamine cleavage fluorescence; also: potency is read from the fitted curve at half-maximal effect; % is scaled to controls: 0 for no effect and ±100 for the full control effect; nearly all actives have a fitted effect of over 60% in size; inactives centre near -12
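Step one: compound is pinned into 1nM USP1/UAF1 in HEPES pH 7.8 buffer with TCEP. Step two: 15 min room-temperature incubation. Step three: Ub-Rho (150nM final) starts cleavage, tracked by fluorescence over six one-minute reads.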
rTrxR1 inhibitor: inhibitors of rat thioredoxin reductase 1; O89049; recombinant rTrxR1, NADPH fluorescence consumption, selenite substrate; Potency, µM (titrated, usually from 114 µM), for the others: top-dose activity change, negative = inhibition, actives largely listed as inhibitors; 390,000 compounds, 1% hits; also: potency is read from the fitted curve at half-maximal effect; % is scaled to controls: 0 for no effect and ±100 for the full control effect; nearly all actives have a fitted effect of over 65% in size
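Rat TrxR1 (90 nM in the dispensed reagent) was pre-reduced with 400 uM NADPH for 5 min at room temperature, then incubated with compound for 15 min. After 400 uM selenite was added, NADPH fluorescence (Ex 340/Em 450 nm) was followed for 8 min.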
TRHR PAM: TRH receptor (human) allosteric enhancement. P34981. TRHR cells, fluo-8 calcium fluorescence, EC20 TRH enhancement. enhancement, % at 2 µM. 360,000 compounds, 0.66% hits. AID 493056; in the data active = enhancement above about 30%; also: 0% is about no effect
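TRHR-expressing cells loaded with fluo-8 calcium dye were read kinetically (ex 480/em 530) during compound addition, then stimulated with an EC20 of TRH (10 nM final). Enhancement of the Gq-mediated intracellular calcium response was scored.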
TrxR1 substrate: is turned over as a substrate by rat TrxR1. purified TrxR1 substrate turnover, NADPH consumption readout. 390,000 compounds, 0.01% hits. Potency, µM (highest dose often 114 µM), for inactives: at the top dose activity change, negative = substrate turnover. O89049; also: potency is read from the fitted curve at half-maximal effect; % is scaled to controls: 0 for no effect and ±100 for the full control effect; nearly all actives have a fitted effect of over 50% in size
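Rat TrxR1, dispensed at 90 nM, was prereduced with 400 uM NADPH (final) for 5 min at ~22 deg C, then incubated with compound 15 min before 400 uM selenite. A first-read NADPH fluorescence drop versus no-compound background flagged substrates.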
IDH1 R132H inh: inhibitors of human mutant IDH1 R132H. AID 602179. IDH1-R132H enzyme, NADPH consumption, diaphorase/resazurin fluorescence. 390,000 compounds, 0.093% hits. Potency, µM (series often up to 76.6 µM), inactives show top-dose activity change, negative = inhibition, usual class: inhibitors. O75874; also: potency is read from the fitted curve at half-maximal effect; % is scaled to controls: 0 for no effect and ±100 for the full control effect; nearly all actives have a fitted effect of over 65% in size
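IDH1-R132H (0.5 ug/mL) preincubated 30 min with compound, then NADPH (0.016 mM) and alpha-KG (2 mM) added; 80 min at RT, pH 7.5. Remaining NADPH coupled via diaphorase/resazurin to fluorescence (540/590 nm); concentration-response curves normalized to no-enzyme control.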
* hit, by the source's call; ? = inconclusive; . = no result given; [ ] = another dose, or the depositor's remark. Unless noted, calls follow the shape of the dose curve; as a rule, active = well fitted inhibition curve with a large enough effect; inconclusive = small, poorly fitted or top-dose-only effect; inactive = no such curve, though single readings can be large or run the other way. Compounds as they come, and some 3.9% of all compounds hit somewhere here.

Values run as follows: D2 antag	TrxR1 substrate	USP1-UAF1 inh	TRHR ag	PI4K2A inh	rTrxR1 inhibitor	D2 agonist	TRHR PAM	IDH1 R132H inh
[1] C=CCNc1cnn(-c2ccc(C)cc2)c(=O)c1Cl
    .	9%[57.1 µM]	-17%	.	2	16%[57.1 µM]	.	.	4%
[2] Cc1cc(C)cc(-n2cccc2/C=C2/C(=N)N3C(=NC2=O)SN=C3S(C)(=O)=O)c1
    8	6%[57.1 µM]	0%	0.0	-1	0%[57.1 µM]	-1.0	-13	-6%
[3] FC(F)(F)c1cc(NCc2cccs2)n2ncnc2n1
    5	8%[57.1 µM]	-14%	-0.6	0	0%	-1.1	-4	-2%
[4] Cc1coc2cc3oc(=O)c(CC(=O)NCCc4ccccc4F)c(C)c3cc12
    .	15%	?	-1.1	-9	5%	.	1	-6%
[5] O=C1c2cccc3c([N+](=O)[O-])ccc(c23)C(=O)N1c1ccccn1
    17	-7%	7%	-1.0	-1	?	0.5	4	5%
[6] Cc1ccccc1Cc1c(C)nc2nc(SCC(=O)N(C)c3ccccc3)nn2c1C
    .	2%[57.1 µM]	-9%	-0.3	2	7%[57.1 µM]	0.2	-1	-1%
[7] COc1ccc(-c2nnn(CC(=O)N(CC(=O)NC3CCCC3)c3ccccc3F)n2)cc1OC
    2	1%	-5%	-0.1	0	21%	0.1	-7	1%
[8] Cc1nn(Cc2ccc(F)cc2Cl)c(C)c1[N+](=O)[O-]
    -18	-4%	-6%	-0.2	0	-3%	-1.1	-2	-4%
[9] CCc1ccccc1NC(=O)CSc1ccsc1[N+](=O)[O-]
    -4	6%[57.1 µM]	-1%	-0.2	0	-17%[57.1 µM]	-1.4	-3	3%
[10] COC(=O)c1ccccc1NC(=O)c1sc2nc(C)cc(C)c2c1NC(=O)c1ccccc1OC
    .	-6%[57.1 µM]	-12%	0.1	-5	17%[57.1 µM]	0.0	-3	18%
[11] O=C(CSc1nc2ccccc2c(=O)n1-c1ccccc1F)Nc1ccc2c(c1)CCC2
    14	3%	-19%	0.6	3	33%	0.3	-9	-18%
[12] Cc1nn(C)c2c1c(-c1ccccc1)cc(=O)n2CC(=O)Nc1ccccc1C(F)(F)F
    .	4%[57.1 µM]	-29%	0.3	4	13%[57.1 µM]	-0.2	-7	7%
[13] O=C(Nc1ccccc1)C1=C[C@@H](c2ccc3c(c2)OCO3)C[C@@H](OCCCCO)O1
    .	7%	?	.	0	15%	.	.	0%
[14] C=CCc1ccc(O)c(-c2ccc(O)c(CC=C)c2)c1
    -13	-7%	-24%	3.0	-2	-2%	0.6	-5	-9%
[15] CCC(c1nnnn1CCOC)N1CCN(Cc2ccccc2OC)CC1 (configuration not stated)
    2	10%	-15%	0.1	-5	9%[57.1 µM]	-0.1	-5	7%
[16] O=C(NCCc1ccccc1)C(=O)NCC(c1ccco1)S(=O)(=O)c1cccs1 (configuration not stated)
    .	6%[57.1 µM]	?	-0.4	3	13%[57.1 µM]	.	0	-16%
[17] CC(=O)C[C@@H](O)CC(=O)[C@@H]1OC(=O)CCCCCCCCc2ccccc21
    .	4%[57.1 µM]	-15%	.	-4	0%[57.1 µM]	.	.	4%
[18] CC(=O)CC(=O)Nc1ncccn1
    13	-6%[57.1 µM]	-13%	0.8	1	-9%[57.1 µM]	-0.1	-4	-2%
[19] O=S(=O)(Nc1cccc(-c2ccc(N3CCCC3)nn2)c1)c1ccccc1C(F)(F)F
    .	1%[57.1 µM]	-18%	-0.8	2	12%[57.1 µM]	.	-3	9%
[20] O=C1NC(=S)S/C1=C\c1ccc(SCc2ccco2)o1
    11	-3%	?	1.3	-28	8.9µM*	0.5	-1	-6%
[21] OCC1OC(n2cnc3c(NC4CCCCC4)ncnc32)C(O)C1O (configuration not stated)
    0	-5%	-14%	0.7	2	-3%	0.6	13	-1%
[22] Cc1ccnc2nc(C(=O)NCc3cccs3)nn12
    -48	4%[57.1 µM]	-16%	-0.6	3	26%[57.1 µM]	0.1	-2	-1%
[23] CN(C)/C=N/C(=S)Nc1ccccc1F
    .	8%[57.1 µM]	-7%	0.4	-7	-1%[57.1 µM]	0.5	1	4%
[24] Cc1cccc(OCc2nnc(SCC(=O)Nc3cccc(C(=O)N4CCOCC4)c3)n2C)c1
    .	-9%	-10%	-0.6	-1	-12%	.	-3	-3%
[25] COc1ccc(C(=O)NCc2nnc(SCC(=O)N3CCc4ccccc43)o2)cc1OC
    -3	-12%	-18%	0.0	0	?	-0.5	0	3%
[26] O=C(NNC1=C(C(=O)C(F)(F)F)CCC1)c1ccccc1Cl
    3	-8%	-15%	0.5	0	-21%	-1.3	-1	0%
[27] CC(NC(=O)Nc1ccc(Cl)cc1)C1CCCO1 (configuration not stated)
    -3	5%[57.1 µM]	0%	0.9	-20	4%[57.1 µM]	0.6	-2	3%
[28] CCCn1c(SCC(=O)NC2CCCC2)nc2c1c(=O)n(C)c(=O)n2C
    -7	-13%	-6%	0.4	-4	-20%	-0.1	-3	0%
[29] COc1ccc(Cl)cc1NC(=O)CC1S/C(=N/N=C2CCCCCC2)NC1=O (configuration not stated)
    -13	6%	-20%	1.6	-2	12%	-0.5	-6	-9%
[30] O=C(Cc1ccccc1)N1CCN(C(=O)c2ccco2)CC1
    -1	6%	-23%	0.5	0	7%	5.1	2	9%
[31] CCOC(=O)C1CCCc2c1[nH]c1c(C(=O)O)cccc21 (configuration not stated)
    -6	7%	-3%	0.0	2	10%	-0.9	15	4%
[32] Clc1ccc(-c2nnc(SCc3nc(-c4ccccc4)no3)o2)cc1
    41*	5%	-22%	0.7	2	14%	0.3	-4	-2%
[33] COc1ccc2c(c1)CCCN2C(N)=Nc1ccc(Cl)cc1
    11	2%	-17%	14	0	10%	9.3	-9	3%
[34] COC(=O)Cc1ccc(NC(=S)NCc2ccccc2OC)cc1
    -13	3%	-25%	-0.3	7	-2%	-0.6	4	10%
[35] COc1ccc2cc3cc(C(=O)NCc4ccc5c(c4)OCO5)oc3nc2c1
    14	66%[activator]	-17%	0.0	3	29%	-0.1	-5	4%
[36] CC(C)c1nnc(SCC(=O)Nc2ccc3c(c2)OCCO3)n1C
    26	5%[57.1 µM]	-19%	0.2	-4	15%[57.1 µM]	1.1	-3	4%
[37] COc1ccc(N=C2SC(C(N)=O)CC(=O)N2Cc2ccc3c(c2)OCO3)cc1 (configuration not stated)
    -6	-5%	5%	-0.6	-2	3%	0.7	8	1%
[38] CCOc1ccc(S(=O)(=O)Nc2ccc(S(=O)(=O)N3CCCC3)cc2)cc1
    -3	8%	-3%	-0.8	-1	10%	0.4	-11	1%
[39] COc1cccc(NS(=O)(=O)c2ccc3c(c2)NC(=O)CC(=O)N3)c1
    -2	2%	-21%	-0.1	1	10%	0.3	3	-6%
[40] C=CCc1c(C)nc(C)nc1N/N=C/c1ccc(N(C)C)cc1
    -9	7%	0%	-0.7	-6	-27%[57.1 µM]	0.4	1	-1%
[41] CCOc1ccc(NC(=O)CN2CCN(CC(=O)Nc3ccc(C(N)=O)cc3)CC2)cc1
    -2	6%	-13%	-0.7	-5	12%	-0.1	-2	-7%
[42] CCN(C[C@H]1N[C@@](CC)(C(=O)OC)[C@H]2C(=O)N(C)C(=O)[C@@H]12)S(=O)(=O)c1ccc(-c2ccccc2)cc1
    .	-2%	-1%	.	2	16%	.	.	-1%
[43] CCOC(=O)N1CCN(S(=O)(=O)c2cc(Br)cnc2N)CC1
    4	9%[57.1 µM]	-10%	-0.2	-9	23%[57.1 µM]	-0.9	-3	3%
[44] CC1Cn2c(nnc2C23CC4CC(CC(C4)C2)C3)S1 (configuration not stated)
    3	3%	-1%	0.5	2	-9%	-0.5	-3	1%
[45] CN(C)c1nc2ccc(OCCN3CCCCC3)cc2s1
    13	9%	-20%	0.1	1	31%	-0.4	-10	0%

rTrxR1 inhibitor, hit marks shown above
item | Structure | D2 antag | TrxR1 substrate | USP1-UAF1 inh | PI4K2A inh | rTrxR1 inhibitor | TRHR PAM
20 | O=C1NC(=S)S/C1=C\c1ccc(SCc2ccco2)o1 | 11 | -3% | ? | -28 | 8.9µM* | -1

Further structures.
Values run as follows: D2 antag	TrxR1 substrate	USP1-UAF1 inh	TRHR ag	PI4K2A inh	rTrxR1 inhibitor	D2 agonist	TRHR PAM	IDH1 R132H inh
[46] CCOc1ccc2nc(N(Cc3cccnc3)C(=O)C3CCCCC3)sc2c1
    .	1%[57.1 µM]	-14%	0.1	1	16%[57.1 µM]	0.7	-7	-4%
[47] Cc1noc(C)c1NC(=O)N(C)C[C@H]1Oc2ccc(NC(=O)CCN3CCOCC3)cc2C(=O)N([C@H](C)CO)C[C@@H]1C
    .	6%	-20%	.	4	-10%	.	.	12%
[48] CC(=O)c1sc(NC(=O)COc2ccc([N+](=O)[O-])cc2)nc1C
    10	-8%[57.1 µM]	-13%	-1.4	4	-7%[57.1 µM]	-0.8	-3	7%
[49] CCOC(=O)N1CCN(C(=O)c2ccc(CNS(=O)(=O)c3ccc(C)cc3)cc2)CC1
    2	8%	-21%	-1.3	7	10%	-1.4	12	7%
[50] COc1ccc(NC(=O)CN(C)C(=O)CSc2ccc(Br)cc2)cc1
    -22	-2%	-7%	-0.2	7	35%	0.5	29	-1%
[51] COc1ccc2c(CC(=O)OCC(=O)N(C)c3c(N)n(Cc4ccccc4)c(=O)[nH]c3=O)coc2c1
    .	-3%	4%	.	-3	7%	.	.	1%
[52] CCC(=O)N1N=C(c2ccccc2)CC1c1ccccc1 (configuration not stated)
    6	8%[57.1 µM]	-6%	-0.5	-1	17%[57.1 µM]	0.6	0	6%
[53] C/C(=N\NC(=O)c1ccc(C)cc1)C1C(=O)c2ccccc2C1=O
    -17	-11%	-10%	0.0	-3	-17%	1.0	4	7%
[54] O=C(Nc1ccccc1)/C(=C/c1ccc([N+](=O)[O-])cc1)NC(=O)c1ccccc1
    3	-4%	-7%	-0.2	4	4%	-1.6	5	7%
